High-throughput results deposited in PubChem BioAssay by Broad Institute.
dFosB activator = activators of mouse delta FosB homodimer; activation, % at 25 µM; AID 493131; hit rate 0.99% among 340,000; purified delta FosB, TAMRA-CDK5 oligo fluorescence polarization; percent of positive-control signal above neutral wells;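 active means mean activation above about 17%, with every replicate also reaching it, limit read from the data, passing the limit was not always enough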;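 further: fluorescence polarization rise as delta FosB binds a TAMRA Cdk5 AP-1 oligo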
Rtt109 Vps75 = inhibitors of Candida albicans Rtt109/Vps75 histone acetyltransferase | inhibition, % at 34.9 µM | purified Rtt109/Vps75, ThioGlo CoA-SH fluorescence, 4 h | hit rate 0.16% among 330,000 | Q5AAJ8;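 active means inhibition of at least 50% in every replicate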
Target sequence (Q5AAJ8 whole entry, looked up): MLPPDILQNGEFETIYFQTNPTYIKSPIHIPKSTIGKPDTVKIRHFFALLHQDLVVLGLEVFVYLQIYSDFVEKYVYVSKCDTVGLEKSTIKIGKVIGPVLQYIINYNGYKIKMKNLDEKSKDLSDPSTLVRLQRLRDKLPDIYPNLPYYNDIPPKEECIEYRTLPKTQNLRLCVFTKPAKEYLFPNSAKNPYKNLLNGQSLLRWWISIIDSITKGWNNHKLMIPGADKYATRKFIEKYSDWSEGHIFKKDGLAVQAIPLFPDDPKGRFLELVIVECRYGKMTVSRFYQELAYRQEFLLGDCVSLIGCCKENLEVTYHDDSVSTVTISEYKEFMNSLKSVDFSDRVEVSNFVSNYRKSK
SR-BI DiI-HDL act = activators of SR-BI mediated HDL lipid uptake; hit rate 0.096% among 320,000; CHO ldlA[mSR-BI] cells, DiI-HDL uptake fluorescence, 3 h; 100 = double the neutral-control signal; activation, % at 12.5 µM; AID 504775;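 active means mean replicate activation of at least 60% and every replicate at or above 60%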;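 further: 0% = median plate neutral-control signal and 100% = twice that signal; values of inactives mirror those of a sister screen read the other way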
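Test system: SR-BI-overexpressing, LDLR-lacking CHO cells. Measured by: DiI fluorescence, bottom read. Medium: Ham's F12 with 0.5% BSA, HEPES 25 mM, pH 7.4. Timing: 3 h uptake period with compound, 37 °C.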
SR-BI DiI inh = mouse SR-BI HDL lipid transfer inhibition; inhibition, % at 12.5 µM; AID 488896; hit rate 0.96% among 320,000; ldlA[mSR-BI] CHO cells, DiI-HDL uptake fluorescence, 3 h; Q61009;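 active means mean replicate inhibition of at least 70% and a set share of replicates each scoring 70 or more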;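 further: 0% = median of neutral control wells and 100% = median of positive control wells; values of inactives mirror those of a sister screen read the other way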
Target sequence (Q61009 whole entry, looked up): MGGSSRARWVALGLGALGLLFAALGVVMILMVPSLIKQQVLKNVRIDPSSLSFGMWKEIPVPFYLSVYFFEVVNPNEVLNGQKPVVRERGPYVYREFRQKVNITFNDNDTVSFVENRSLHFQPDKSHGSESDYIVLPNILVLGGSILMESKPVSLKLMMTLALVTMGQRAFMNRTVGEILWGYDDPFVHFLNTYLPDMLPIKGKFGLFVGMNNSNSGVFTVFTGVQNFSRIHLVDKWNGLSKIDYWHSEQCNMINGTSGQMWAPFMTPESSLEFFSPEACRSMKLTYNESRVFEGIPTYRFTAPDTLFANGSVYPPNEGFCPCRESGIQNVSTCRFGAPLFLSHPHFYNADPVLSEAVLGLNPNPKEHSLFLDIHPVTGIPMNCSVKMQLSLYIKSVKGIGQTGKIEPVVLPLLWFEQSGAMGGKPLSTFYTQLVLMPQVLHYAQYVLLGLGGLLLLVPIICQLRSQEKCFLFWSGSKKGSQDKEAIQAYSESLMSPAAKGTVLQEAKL
NSD2 inh = NSD2 (human) methyltransferase inhibition | O96028 | NSD2 peptide methylation, AlphaScreen, 120 min | inhibition, % at 12.5 µM | hit rate 0.54% among 310,000; in the data active means inhibition above about 50%
CAL PDZ FP-1 = blocks peptide binding to the human CAL PDZ domain | Q9HD26 | purified CAL PDZ, TMR-peptide fluorescence polarization, 1 h | inhibition, % at 24.9 µM | hit rate 0.92% among 300,000 | AID 602252;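 active means mean inhibition of at least 30% with at least half of replicates also reaching 30%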;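 further: 0% = DMSO neutral control and 100% = excess unlabeled competitor peptide PRC23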
PfHsp90 yeast 2 = growth inhibition of yeast expressing Plasmodium Hsp90; S. cerevisiae expressing PfHsp90, BacTiter-Glo ATP, 48 h; yeast lacking PDR1 and PDR3 efflux regulators; inhibition, % at 9.4 µM; hit rate 0.32% among 310,000; AID 504621;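 active means every replicate shows inhibition above about 80%, whatever the replicate mean, limit read from the data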;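 further: 0% = DMSO neutral controls and 100% = 20 µM radicicol positive controls; yeast relying on Plasmodium falciparum Hsp90 in place of its own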
PvdQ inh = blocks Pseudomonas aeruginosa PvdQ acylase activity | purified PvdQ acylase, fluorescence plate reader | inhibition, % at 10 µM | hit rate 0.063% among 340,000; in the data active means inhibition above about 30%, passing the limit was not always enough;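 further: 0% = vehicle neutral wells and 100% = reference inhibitor wells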
CAL PDZ FP-2 = inhibitors of human CAL PDZ peptide binding. Q9HD26. purified CAL PDZ, TMR-peptide fluorescence polarization, 1 h. inhibition, % at 20 µM. hit rate 0.02% among 330,000. AID 504414;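 active means highest replicate inhibition of at least 40%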;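 further: plate controls were DMSO neutral control wells for no effect and unlabeled competitor peptide control wells for full effect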
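Material: tagged CAL PDZ protein CerCALP, purified; buffer or medium: sodium phosphate/NaCl buffer pH 7.4 with TCEP, IgG, Thesit; also added: fluorescent TMR peptide probe; schedule: 1 h incubation at room temperature before polarization reading; technique: fluorescence polarization from S- and P-plane intensities, G-factor corrected; control set: unlabelled peptide and DMSO controls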
MITF TRPM1 HTS = increases MITF-driven TRPM1 promoter luciferase signal; SK-MEL-5 TRPM1-promoter luciferase, 24 h; % of positive control, neutral wells = 0; activation, % at 12.5 µM; hit rate 0.75% among 300,000; AID 588334;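 active means mean activation of at least 80% with every replicate also reaching 80%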;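 further: 0% = neutral control wells and 100% = parthenolide positive control wells; values of inactives mirror those of a sister screen read the other way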
The depositor's hits bear a star.

Results for CCOC(=O)C(Cc1ccccc1)NC(=O)CCC(=O)c1ccc(OC)cc1 (stereo unspecified) ?
dFosB activator: -11; Rtt109 Vps75: -4; NSD2 inh: -2; CAL PDZ FP-1: -2; PfHsp90 yeast 2: -4; PvdQ inh: 7; CAL PDZ FP-2: -1.0; MITF TRPM1 HTS: -1

What do the screens show for `CCN(c1ccccc1)S(=O)(=O)c1ccc2[nH]c(=O)[nH]c2c1`?
dFosB activator: -6; Rtt109 Vps75: -8; SR-BI DiI-HDL act: 0; SR-BI DiI inh: 0; NSD2 inh: 6; CAL PDZ FP-1: -4; PfHsp90 yeast 2: 1; PvdQ inh: -4; CAL PDZ FP-2: 0.4; MITF TRPM1 HTS: -10

Results for O=C(COC(=O)c1cc(-c2cccs2)nn1-c1ccccc1)Nc1ccc(Cl)c([N+](=O)[O-])c1 ?
dFosB activator: 5; Rtt109 Vps75: -6; SR-BI DiI-HDL act: -7; SR-BI DiI inh: 7; NSD2 inh: -1; CAL PDZ FP-1: -2; PfHsp90 yeast 2: -42; PvdQ inh: -12; CAL PDZ FP-2: -1.5; MITF TRPM1 HTS: -4

What do the screens show for `COCCCn1c(SCC(=O)Nc2oc(C)c3c(C)n[nH]c(=O)c23)nc2sc3c(c2c1=O)CCC3`?
dFosB activator: 1; Rtt109 Vps75: -7; SR-BI DiI-HDL act: -15; SR-BI DiI inh: 15; NSD2 inh: 1; CAL PDZ FP-1: 5; PfHsp90 yeast 2: 3; PvdQ inh: -3; CAL PDZ FP-2: -4.1; MITF TRPM1 HTS: -2

Results for COc1cc(/C=N/Nc2nc(C)cc(C)n2)cc(OC)c1OC ?
dFosB activator: 3; Rtt109 Vps75: -4; SR-BI DiI-HDL act: 18; SR-BI DiI inh: -18; NSD2 inh: -2; CAL PDZ FP-1: 75*; PfHsp90 yeast 2: -9; PvdQ inh: -9; CAL PDZ FP-2: 14

How did C=CCn1c(SCC(=O)Nc2ccc(-c3nc4ccc(C)cc4s3)cc2)nnc1-c1ccccc1 do in these assays?
dFosB activator: -4; Rtt109 Vps75: 0; SR-BI DiI-HDL act: -54; SR-BI DiI inh: 54; NSD2 inh: 3; CAL PDZ FP-1: -2; PfHsp90 yeast 2: -33; PvdQ inh: -5; CAL PDZ FP-2: -0.6; MITF TRPM1 HTS: -20

What do the screens show for `CC(C)(C)OCC(NC(=O)C(CC(N)=O)NC(=O)OC(C)(C)C)C(=O)OC(C)(C)C` (stereo unspecified)?
dFosB activator: -12; Rtt109 Vps75: 2; SR-BI DiI-HDL act: 22; SR-BI DiI inh: -22; NSD2 inh: 0; CAL PDZ FP-1: -3; PfHsp90 yeast 2: -19; PvdQ inh: 1; CAL PDZ FP-2: -1.2

What do the screens show for `CC(=O)NCCc1nc2cc(NC(=O)c3ccc([N+](=O)[O-])cc3)ccc2n1C`?
dFosB activator: -4; Rtt109 Vps75: 13; SR-BI DiI-HDL act: 13; SR-BI DiI inh: -13; NSD2 inh: -5; CAL PDZ FP-1: -3; PfHsp90 yeast 2: -3; PvdQ inh: 7; CAL PDZ FP-2: -0.9; MITF TRPM1 HTS: 64

How did CN(Cc1ccc(F)cc1)C(=O)c1cc(S(=O)(=O)N2CCCCC2)ccc1N1CCOCC1 do in these assays?
dFosB activator: -8; Rtt109 Vps75: -9; SR-BI DiI-HDL act: 20; SR-BI DiI inh: -20; NSD2 inh: 0; CAL PDZ FP-1: 5; PfHsp90 yeast 2: 4; PvdQ inh: -8; CAL PDZ FP-2: -1.1; MITF TRPM1 HTS: 15

What do the screens show for `CCN(c1ccccc1)S(=O)(=O)c1cc(NC(=O)Nc2ccccc2C#N)ccc1Cl`?
dFosB activator: -5; Rtt109 Vps75: 4; SR-BI DiI-HDL act: 21; SR-BI DiI inh: -21; NSD2 inh: 1; CAL PDZ FP-1: 0; PfHsp90 yeast 2: -12; PvdQ inh: 5; CAL PDZ FP-2: -2.0; MITF TRPM1 HTS: 2

Results for CC1CCN(c2c(NCc3ccc(C(=O)N4c5ccccc5CC4C)cc3)c(=O)c2=O)CC1 (stereo unspecified) ?
dFosB activator: -9; Rtt109 Vps75: -10; SR-BI DiI-HDL act: -13; SR-BI DiI inh: 13; PfHsp90 yeast 2: 2; PvdQ inh: -10; CAL PDZ FP-2: -1.1; MITF TRPM1 HTS: -25

How did CCCCC1CC1C(=O)Nc1ncc2c(n1)CC(C)(C)CC2=O (stereo unspecified) do in these assays?
dFosB activator: 5; Rtt109 Vps75: 10; SR-BI DiI-HDL act: -13; SR-BI DiI inh: 13; NSD2 inh: 0; CAL PDZ FP-1: -1; PfHsp90 yeast 2: 4; PvdQ inh: 5; CAL PDZ FP-2: 0.7; MITF TRPM1 HTS: 4

How did O=C(Nc1cc(S(=O)(=O)N2CCOCC2)ccc1N1CCCCC1)c1ccccc1 do in these assays?
dFosB activator: -12; Rtt109 Vps75: -8; SR-BI DiI-HDL act: 9; SR-BI DiI inh: -9; NSD2 inh: 1; CAL PDZ FP-1: 4; PvdQ inh: -3; CAL PDZ FP-2: -1.3; MITF TRPM1 HTS: 0

Results for O=C(CSc1nc2ccccc2c(=O)[nH]1)Nc1ccc(N2CCOCC2)c(Cl)c1 ?
dFosB activator: 3; Rtt109 Vps75: 1; NSD2 inh: -2; PfHsp90 yeast 2: 20; PvdQ inh: -3; CAL PDZ FP-2: 0.6; MITF TRPM1 HTS: -4

Results for COc1ccc(/C=C2\SC(=O)N(CC(=O)NCCCn3ccnc3)C2=O)cc1 ?
dFosB activator: -1; Rtt109 Vps75: 5; SR-BI DiI-HDL act: -1; SR-BI DiI inh: 1; NSD2 inh: 3; CAL PDZ FP-1: -18; PfHsp90 yeast 2: 12; PvdQ inh: 5; CAL PDZ FP-2: -2.5; MITF TRPM1 HTS: 32

Results for CN(CC1COc2ccccc2O1)C(=O)Cn1cc(C(F)(F)F)ccc1=O (stereo unspecified) ?
dFosB activator: -11; Rtt109 Vps75: 0; SR-BI DiI-HDL act: 11; SR-BI DiI inh: -11; NSD2 inh: 0; CAL PDZ FP-1: -4; PfHsp90 yeast 2: -9; PvdQ inh: -13; CAL PDZ FP-2: -1.7; MITF TRPM1 HTS: 3

Results for Cc1cc(-c2csc(N)n2)c(C)n1CCC(C)C ?
dFosB activator: -2; Rtt109 Vps75: -10; SR-BI DiI-HDL act: -20; SR-BI DiI inh: 20; NSD2 inh: 2; CAL PDZ FP-1: -1; PfHsp90 yeast 2: -21; PvdQ inh: -10; CAL PDZ FP-2: -1.7; MITF TRPM1 HTS: -35

What do the screens show for `CC(C)NC(=O)c1cccc(Cn2cc(Cl)cn2)c1`?
dFosB activator: 4; Rtt109 Vps75: -4; SR-BI DiI-HDL act: 2; SR-BI DiI inh: -2; NSD2 inh: 3; CAL PDZ FP-1: -5; PfHsp90 yeast 2: -1; PvdQ inh: -11; CAL PDZ FP-2: -1.5; MITF TRPM1 HTS: -1

Results for c1ccc(-c2cc3n(c2)CCc2ccccc2-3)cc1 ?
dFosB activator: -19; Rtt109 Vps75: 9; SR-BI DiI-HDL act: -23; SR-BI DiI inh: 23; NSD2 inh: 7; CAL PDZ FP-1: -3; PfHsp90 yeast 2: 13; PvdQ inh: 8; CAL PDZ FP-2: -1.2; MITF TRPM1 HTS: 1

Results for CC(C)CNc1oc(-c2ccc(F)cc2)nc1C#N ?
dFosB activator: -4; Rtt109 Vps75: -3; SR-BI DiI-HDL act: -31; SR-BI DiI inh: 31; PvdQ inh: -22; CAL PDZ FP-2: -0.2

How did O=C(CN(C(=O)c1ccccc1)N1C(=O)CCC1=O)c1cccs1 do in these assays?
dFosB activator: 2; Rtt109 Vps75: -1; SR-BI DiI-HDL act: -5; SR-BI DiI inh: 5; NSD2 inh: -1; PfHsp90 yeast 2: -10; PvdQ inh: -6; CAL PDZ FP-2: 0.2; MITF TRPM1 HTS: -1

What do the screens show for `COc1ccc(-c2cc(C(=O)N3CCCCCC3)c3cc(C)ccc3n2)cc1`?
dFosB activator: -8; Rtt109 Vps75: -4; SR-BI DiI-HDL act: -52; SR-BI DiI inh: 52; NSD2 inh: -7; CAL PDZ FP-1: -1; PfHsp90 yeast 2: -2; PvdQ inh: -8; CAL PDZ FP-2: -4.8; MITF TRPM1 HTS: 14

Results for O=C(NCc1cccnc1)c1ccc(Cl)c(Cl)c1 ?
dFosB activator: 1; Rtt109 Vps75: -2; SR-BI DiI-HDL act: 13; SR-BI DiI inh: -13; NSD2 inh: -1; CAL PDZ FP-1: -2; PfHsp90 yeast 2: 3; PvdQ inh: -7; CAL PDZ FP-2: -0.5; MITF TRPM1 HTS: -9

What do the screens show for `CCn1c(C(C)NC(=O)c2cccs2)nc2ccccc21` (stereo unspecified)?
dFosB activator: -7; Rtt109 Vps75: 1; SR-BI DiI-HDL act: 3; SR-BI DiI inh: -3; PfHsp90 yeast 2: -31; PvdQ inh: -13; CAL PDZ FP-2: -0.4; MITF TRPM1 HTS: 0

Results for O=C(Nc1ccc(N2CCOCC2)c(F)c1)c1cccs1 ?
dFosB activator: -6; Rtt109 Vps75: -8; SR-BI DiI-HDL act: 12; SR-BI DiI inh: -12; NSD2 inh: 0; CAL PDZ FP-1: -4; PfHsp90 yeast 2: 14; PvdQ inh: 0; CAL PDZ FP-2: 0.0; MITF TRPM1 HTS: 110*

How did O=c1c([N+](=O)[O-])cccn1Cc1ccc(F)cc1Cl do in these assays?
dFosB activator: 8; Rtt109 Vps75: 0; SR-BI DiI-HDL act: 14; SR-BI DiI inh: -14; NSD2 inh: 0; CAL PDZ FP-1: -3; PvdQ inh: -4; CAL PDZ FP-2: -1.6; MITF TRPM1 HTS: -34

Results for CC(C)Oc1ccc(NC(=O)C2CCCNC2=O)cc1 (stereo unspecified) ?
dFosB activator: 0; Rtt109 Vps75: -2; SR-BI DiI-HDL act: -5; SR-BI DiI inh: 5; NSD2 inh: 5; CAL PDZ FP-1: -6; PfHsp90 yeast 2: 9; PvdQ inh: -6; CAL PDZ FP-2: 0.0; MITF TRPM1 HTS: 0

Results for Cc1ccc(-c2nnn(CCOc3cccc(Br)c3)n2)cc1 ?
dFosB activator: 3; Rtt109 Vps75: 7; SR-BI DiI-HDL act: -41; SR-BI DiI inh: 41; NSD2 inh: -2; CAL PDZ FP-1: 0; PfHsp90 yeast 2: 3; PvdQ inh: 12; CAL PDZ FP-2: -0.1; MITF TRPM1 HTS: -7

How did C=CCNC(=S)NCc1ccccc1 do in these assays?
dFosB activator: -4; Rtt109 Vps75: 1; SR-BI DiI-HDL act: 13; SR-BI DiI inh: -13; NSD2 inh: 0; CAL PDZ FP-1: -3; PfHsp90 yeast 2: -26; PvdQ inh: -3; CAL PDZ FP-2: -0.5; MITF TRPM1 HTS: 1
